Kir21 inh: inhibitors of mouse Kir2.1 inward-rectifier potassium channel. P35561. HEK293-Kir2.1, FluxOR thallium flux fluorescence; hits give low values. B-score at 10 µM. actives 0.85% (n = 310,000). AID 1672;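 active = fluorescence ratio B-score at or below minus 3 SD of library scores, with starting-brightness B-score within 2 SD, cut at about -4.2 in these data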;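 note: channel flux triggered by added potassium and thallium sulfate stimulus; B-score of peak minus minimum fluorescence over baseline after thallium stimulus; more negative B-score means stronger Kir2.1 block with less thallium influx; some compounds called inactive have numbers as strong as hits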
Target sequence (P35561 whole entry, looked up): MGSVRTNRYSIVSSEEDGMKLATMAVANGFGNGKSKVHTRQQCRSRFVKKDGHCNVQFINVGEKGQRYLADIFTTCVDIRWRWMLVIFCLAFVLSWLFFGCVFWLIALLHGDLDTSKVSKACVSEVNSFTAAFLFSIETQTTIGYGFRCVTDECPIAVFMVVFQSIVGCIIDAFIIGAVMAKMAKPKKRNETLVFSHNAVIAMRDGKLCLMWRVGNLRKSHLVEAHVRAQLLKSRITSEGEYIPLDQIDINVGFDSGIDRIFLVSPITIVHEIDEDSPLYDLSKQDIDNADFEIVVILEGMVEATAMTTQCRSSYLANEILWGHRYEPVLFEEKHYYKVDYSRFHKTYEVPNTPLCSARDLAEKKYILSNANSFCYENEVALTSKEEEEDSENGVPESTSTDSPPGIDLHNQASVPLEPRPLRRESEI
STK33 inh: inhibitors of human STK33 kinase; purified STK33, MBP phosphorylation, ADP-Glo luminescence; inhibition, % at 10 µM; AID 2661; Q9BYT3; actives 0.073% (n = 320,000);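 active = inhibition at or above 25%, using the most active replicate where run in duplicate; inactive = inhibition below 25%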
Target sequence (Q9BYT3 whole entry, looked up): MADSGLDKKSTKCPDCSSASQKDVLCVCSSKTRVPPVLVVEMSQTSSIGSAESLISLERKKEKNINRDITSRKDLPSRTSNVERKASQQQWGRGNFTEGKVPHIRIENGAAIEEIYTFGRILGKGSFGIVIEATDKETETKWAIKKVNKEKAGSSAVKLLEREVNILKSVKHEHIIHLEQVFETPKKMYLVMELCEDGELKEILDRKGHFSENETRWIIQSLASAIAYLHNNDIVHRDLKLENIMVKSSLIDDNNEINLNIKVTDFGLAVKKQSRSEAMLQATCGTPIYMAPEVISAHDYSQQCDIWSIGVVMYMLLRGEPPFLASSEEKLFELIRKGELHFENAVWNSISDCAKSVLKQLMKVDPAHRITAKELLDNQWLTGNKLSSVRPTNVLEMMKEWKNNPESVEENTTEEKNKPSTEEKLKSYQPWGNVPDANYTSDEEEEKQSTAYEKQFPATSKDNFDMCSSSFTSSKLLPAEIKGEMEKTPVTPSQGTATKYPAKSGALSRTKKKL
Numbers without * were called inactive; . = not tested or not shown. No enrichment for hits. Share with any hit: about 0.84%.

Kir21 inh,STK33 inh,smiles
2.3,-1.4,COc1cc(C(=O)NCc2nnc(SCC(=O)Nc3cccc(C)c3)o2)cc(OC)c1OC
-0.09,-0.8,COC(=O)Cc1cc(=O)[nH]c(/N=C(\N)Nc2cccc(C)c2)n1
-0.68,.,O=C(Cc1c[nH]c2ccccc12)NC1(C(=O)NC2CCCC2)CCCCC1
-0.03,-1.6,COc1cc(OC)c(NC(=O)CCc2nc(-c3cccs3)no2)cc1Cl
-0.06,-1.3,O=S(=O)(NCc1ccncc1)c1ccccc1
1.2,-0.1,Cc1cc(C)cc(N2C(=O)CC(Cn3nc(C)cc3C)C2=O)c1 (stereo not drawn)
1.3,-1.8,O=C(CN(c1ccc2c(c1)OCCO2)S(=O)(=O)c1ccccc1)Nc1ccc2c(c1)OCO2
-0.91,-0.6,Cc1ccnc(Cc2ccccc2)n1
1.19,-1.3,CCN1C(=O)c2cccc3c(NC(=O)c4ccc5c(c4)OCCO5)ccc1c23
1.22,-1.7,O=C(COc1ccc2c(-c3ccccc3)cc(=O)oc2c1)NCCCN1CCOCC1
.,2.0,COc1ccc(NC(=O)COC(=O)c2ccc3ccccc3n2)cc1OC
-0.13,0.2,CC(C)n1nc(C(=O)Oc2ccc(Cl)cc2)c2ccccc2c1=O
-0.11,-0.6,CCCOc1ccc(NC2=CC(=O)CC(C)(C)C2)cc1
2.87,-1.9,O=C(NCc1ccco1)C1CCCN(S(=O)(=O)Cc2ccccc2)C1 (stereo not drawn)
-1.33,0.1,O=C(CCS(=O)(=O)c1ccc(Br)cc1)NC1CCCCCC1

(further entries)
Kir21 inh,STK33 inh,smiles
.,-0.6,CC1(c2ccccc2)NC(=O)N(CC(=O)Nc2ccc3c(c2)CCC3)C1=O (stereo not drawn)
-0.06,-1.2,CCOC(=O)C1CCN(C(=O)C2(NC(=O)Nc3ccc(F)cc3F)CCCCC2)CC1
1.1,0.1,COc1ccc(C(=O)N2CCN(S(=O)(=O)c3ccc(F)cc3)CC2)cc1OC
-0.53,2.1,N#Cc1c(N)nc(N2CCCC2)c(C#N)c1-c1ccc(Cl)cc1
-0.08,-0.5,O=C(c1ccc(Cl)cc1)N(c1ccccn1)C1CCCCC1
-2.08,-2.5,Cc1cc(C)n(-c2nc3c(c(=O)[nH]c(=O)n3C)n2Cc2ccc(F)cc2)n1
1.31,-1.3,COc1cccc(NC(=O)CN(C)CC(=O)Nc2ccccc2-c2ccccc2)c1
-0.28,.,CC(C)n1nnnc1C(c1ccc(F)cc1)N1CCN(C2CCCC2)CC1 (stereo not drawn)
-0.88,-0.2,O=[N+]([O-])c1cccnc1Oc1ccc(F)cc1
0.16,.,CCCCC(=O)N1CCN(c2nc(-c3ccc(F)cc3)cs2)CC1
1.22,-3.0,CCC1SC2=NCN(c3ccccc3)CN2C1=O (stereo not drawn)
0.92,-0.7,CCn1c(SCC(=O)Nc2cc(C)on2)nnc1-c1cccs1
0.56,0.9,CCOC(=O)c1sc(C)c2c1NC(c1ccc(N(C)C)cc1)NC2=O (stereo not drawn)
-0.03,-1.2,COc1ccc(S(=O)(=O)Cc2ccc(C(=O)NCc3ccco3)o2)cc1
1,1.2,CC(=O)c1sc(NC(=O)c2cccs2)nc1C

New compounds follow.
Kir21 inh,STK33 inh,smiles
-0.02,1.1,Cc1ccc2[nH]c(-c3cccc(F)c3)cc(=O)c2c1
-1.5,-0.8,COc1cccc(/C=c2\sc3nc(-c4cccs4)nn3c2=O)c1OC
0.38,0.9,CCN(c1ccccc1C)S(=O)(=O)c1cc2c3c(c1)CCC(=O)N3CCC2
-0.86,-2.0,CC(=O)N1c2ccc(S(=O)(=O)N3CCC(C(=O)N4CCN(c5cc(Cl)ccc5C)CC4)CC3)cc2CC1C (stereo not drawn)
-0.94,-0.5,Cc1nn(C)cc1C(=O)/C=C/c1ccc([N+](=O)[O-])cc1
-1.39,-0.5,COc1cccc(C(=O)C2CCCN(Cc3cccc(-n4nc(C)cc4C)c3)C2)c1 (stereo not drawn)
1.02,-1.6,COc1ccc(C(=O)N2CCN(C(=O)Cc3ccccc3)CC2)cc1OC
0.51,-2.2,O=c1nc(-c2ccccc2)nc(-c2ccccc2)[nH]1
-1.02,0.2,Cc1cc(C(=O)N/N=C/c2ccc(-c3cccc(Cl)c3)o2)n[nH]1
.,10.3,O=C(CSc1nnc(C2CC2)n1-c1ccccc1)N1CCCC1
2.88,-0.7,Cc1ccc(S(=O)(=O)N2CCCC2CNC(=O)c2ccc3c(c2)OCO3)cc1 (stereo not drawn)
0.89,-1.5,COc1ccccc1NS(=O)(=O)c1ccc2c(c1)NC(=O)CC(=O)N2
2.91,-1.3,COCCn1c(SCc2ccc(C(=O)OC)o2)nc2cc(Cl)ccc2c1=O
-0.4,-5.0,COc1ccc(CCc2nnc(NS(C)(=O)=O)s2)cc1
0.16,-1.9,CC(C)CNC(=O)c1cc(S(=O)(=O)N2CCOCC2)ccc1N1CCCC1

Next part.
Kir21 inh,STK33 inh,smiles
1.51,-1.2,COC(=O)c1sccc1NC(=O)CC1C(=O)NCCN1C(=O)Nc1ccccc1 (stereo not drawn)
2.16,0.8,COC(=O)c1cccc(C(=O)Oc2cccc(Br)c2)n1
0.77,.,CCCCOCC(O)CCc1n[nH]c(=S)n1-c1ccccc1 (stereo not drawn)
-0.32,0.7,C=CC[C@H]1Cc2c(cccc2[N+](=O)[O-])[C@H](CC=C)N1
-2.78,-4.0,COc1cc(O)c(C(CCN2CCCCC2)c2ccc(N(C)C)cc2)c(OC)c1 (stereo not drawn)
0.57,-0.4,CCCc1cc(=O)oc2c(C)c(O[C@@H]3O[C@H](CO)[C@@H](O)[C@H](O)[C@H]3O)ccc12
0.43,-0.3,O=C(NCCCCc1ccccc1)c1ccccc1Cl
-2.21,0.2,O=C(Cc1ccccc1)NCC(=O)OCc1cccc([N+](=O)[O-])c1
-0.41,-2.0,O=C(Nc1ccc(Cl)cc1)Nc1ccccn1
-0.19,-0.6,Cc1cc(=O)oc2cc(OS(C)(=O)=O)ccc12
0.97,-3.1,C1CCc2nc3c(nc2C1)CCCC3
0.2,-1.4,CCc1ccc(CNC(=O)C(=O)NCCc2ccc(OC)c(OC)c2)cc1
1.12,-1.2,COc1ccc(N(CC(=O)NC2CC3CCC2C3)S(=O)(=O)c2ccccc2)cc1OC (stereo not drawn)
1.22,-0.7,CCOC(=O)c1sc2nc3n(c(=O)c2c1C)CCCCC3
0.83,-0.2,CCc1ccc(NC(=O)C2=CC(c3ccc(OC)c(OC)c3)=NS(=O)(=O)N2C)cc1

Compound profiles (already shown).
O=C(c1ccc(Cl)cc1)N(c1ccccn1)C1CCCCC1 is entered as Kir21 inh = -0.08; STK33 inh = -0.5
Cc1ccnc(Cc2ccccc2)n1 is entered as Kir21 inh = -0.91; STK33 inh = -0.6

More records
Kir21 inh,STK33 inh,smiles
1.01,-0.9,CCOC(=O)N1CCC(N2CC34C=CC(O3)C(C(=O)Nc3ccc(C)cc3)C4C2=O)CC1 (stereo not drawn)
0.53,-1.3,COc1cc(Br)cc(/C=C/c2ccc3cccc(O)c3n2)c1O
1.4,-0.8,COc1ccc(N2CCN(C(=O)c3ccc4c(c3)NC(=O)C(CSCc3ccc(C)cc3)N4)CC2)cc1 (stereo not drawn)
1.79,1.1,Cc1csc(NC(=O)c2ccc[nH]c2=O)n1
1.64,-2.3,CCN(C(=O)COC(=O)Cc1c[nH]c2ccccc12)C1CCS(=O)(=O)C1 (stereo not drawn)
-0.18,-0.7,C=CCNc1nc(C(=O)OCC(=O)Nc2ccc(S(N)(=O)=O)cc2)cs1
-0.37,-0.2,O=C(CCSc1nnc(-c2ccco2)o1)N1CCOCC1
-0.81,-1.8,O=C(NC(=S)Nc1ccc(N2CCCCC2)c(Cl)c1)c1cccs1
.,-1.1,O=C(Nc1cc(S(=O)(=O)Nc2ccccc2F)ccc1Cl)c1ccc(F)cc1F
0.01,1.1,O=C(Nc1nc2c(s1)CCCC2)c1cc(-c2ccncc2)nc2ccccc12
-0.59,-1.5,CCC(C)(C)c1nnc(NC(=O)CCC2CCCCC2)s1
0.68,-1.4,Cc1cccc(NC(=O)CN2CCC(NC(=O)C3CCCCC3)CC2)c1C
-0.44,0.5,COCC(=O)Nc1nc(-c2ccc(C)cc2)c(C)s1
1.31,-0.1,CCCCN(Cc1cc2cc(C)ccc2[nH]c1=O)C(=O)c1ccccn1
-0.02,2.5,CN(CC(=O)Nc1ccccc1Cl)CC(=O)Nc1c(F)cccc1F

Of the compounds above, these have bromine:
Kir21 inh,STK33 inh,smiles
-1.33,0.1,O=C(CCS(=O)(=O)c1ccc(Br)cc1)NC1CCCCCC1
2.16,0.8,COC(=O)c1cccc(C(=O)Oc2cccc(Br)c2)n1
0.53,-1.3,COc1cc(Br)cc(/C=C/c2ccc3cccc(O)c3n2)c1O

The listing continues:
Kir21 inh,STK33 inh,smiles
-0.98,-1.2,OC1CCN(Cc2ccc3ccccc3c2)CC1
0.02,-1.8,Cc1ccc(N2CCN(C(=O)c3ccccc3NC(=O)C3CCCCC3C(=O)O)CC2)cc1 (stereo not drawn)
-1.03,-0.3,CC(=O)Nc1ccc(S(=O)(=O)Nc2ccc3ccccc3n2)cc1
-0.98,-0.7,O=C(c1ccc(S(=O)(=O)NCC2CCCO2)cc1)N1CCN(c2ccccc2)CC1 (stereo not drawn)
0.73,-2.7,COc1ccccc1NC(=O)N1CCCC1C(=O)NCCc1ccccc1 (stereo not drawn)
-0.04,-1.7,Cc1nc(C)c(NC(=O)N2CCc3ccccc32)cc1NC(=O)N1CCc2ccccc21
-0.64,0.3,CCOc1ccc(NC(=S)c2ccncc2)cc1
0.47,0.2,CC(C)(C)c1ccc(C(=O)Nc2cccnc2)cc1
-0.22,-1.2,CN(C)/C=C(/C(=O)c1ccc(Cl)cc1)S(C)(=O)=O
1.25,-1.1,COc1cccc(C2NC(=S)NC3=C2CCc2ccccc23)c1 (stereo not drawn)
0.79,-1.2,CC1(C)CC(=O)C=C(Nc2ccc([N+](=O)[O-])cc2)C1
-0.12,-1.3,CCCOc1ccc(S(=O)(=O)n2cc(Br)c(=O)[nH]c2=O)cc1
-1.16,0.4,CCC1=C/C(=C/N(C)c2ccccc2)C(=O)S1
0.85,-0.5,COc1ccc(S(=O)(=O)N2CCc3ccccc32)cc1NC(C)=O
0.03,2.3,CC1=CC(C2CC(=O)N(c3ccccc3C)C2=O)CC2C(=O)N(c3ccccc3C)C(=O)C12 (stereo not drawn)

A run of entries from the list above:
Kir21 inh,STK33 inh,smiles
-0.04,-1.7,Cc1nc(C)c(NC(=O)N2CCc3ccccc32)cc1NC(=O)N1CCc2ccccc21
-0.64,0.3,CCOc1ccc(NC(=S)c2ccncc2)cc1
0.47,0.2,CC(C)(C)c1ccc(C(=O)Nc2cccnc2)cc1
-0.22,-1.2,CN(C)/C=C(/C(=O)c1ccc(Cl)cc1)S(C)(=O)=O
1.25,-1.1,COc1cccc(C2NC(=S)NC3=C2CCc2ccccc23)c1 (stereo not drawn)
0.79,-1.2,CC1(C)CC(=O)C=C(Nc2ccc([N+](=O)[O-])cc2)C1
-0.12,-1.3,CCCOc1ccc(S(=O)(=O)n2cc(Br)c(=O)[nH]c2=O)cc1

More records follow:
Kir21 inh,STK33 inh,smiles
.,-0.1,CC(C)NC(=O)N(C)C[C@@H]1Oc2ccc(NC(=O)CCN3CCOCC3)cc2CC(=O)N([C@@H](C)CO)C[C@@H]1C
-0.96,-1.4,Cc1ccc(C(=O)NCC(=O)NCCCc2ccccc2)s1
-2.67,-2.0,O=C(Sc1cccc2cccnc12)c1ccccc1Br
-0.03,-1.1,CCCCOCCCNC(=O)CC(C)c1ccccc1 (stereo not drawn)
-1.7,-0.9,CCOc1ccc(NC(=O)CN(c2cccc(C(F)(F)F)c2)S(C)(=O)=O)cc1
-0.98,-0.8,O=C(CSc1ccccc1)N1CCCC(N2CCN(c3ccc(F)cc3)CC2)C1 (stereo not drawn)
2.06,0.9,O=C(Nc1ccc2c(c1)OCO2)C1CCN(Cc2cnn(-c3ccccc3)c2-n2cccc2)CC1
2.73,0.2,COC(=O)C1=CN(c2ccc(F)c(F)c2)C=C(C(=O)OC)C1c1ccc([N+](=O)[O-])cc1
-0.03,-1.2,O=C(Nc1ccc2c(c1)OCO2)c1ccc[n+]([O-])c1
0.27,-0.6,Cc1cccc(NC(=O)c2ccc(COc3ccc4ccccc4c3)o2)n1
.,-1.0,CSc1ncccc1C(=O)OCC(=O)N1CC(=O)Nc2ccccc21
-1.82,-1.1,O=C(NCc1ccccn1)C(=O)NCC1OCCN1S(=O)(=O)c1ccc(Br)cc1 (stereo not drawn)
-2.7,-1.1,O=C(CC(Cc1ccccc1)c1ccco1)NC1CCCCC1 (stereo not drawn)
0,4.6,CS(=O)Cc1cc(Oc2ccccc2)nc(-c2ccncc2)n1 (stereo not drawn)
-1.18,-1.0,CCOC(=O)c1c(C)nc(C(Cl)(Cl)Cl)nc1N

The listing continues:
Kir21 inh,STK33 inh,smiles
.,-1.3,CCOc1ccc(NC(=O)COC(=O)c2ccc3c(c2)OCO3)cc1
0.99,-1.5,Cc1ccc(SCC(=O)NC(=O)Nc2ccc3c(c2)OCCO3)cc1C
0.49,-1.0,NC1=C([N+](=O)[O-])C(c2ccc3c(c2)OCO3)C2=C(CCCC2=O)O1 (stereo not drawn)
-0.81,-0.3,COC(=O)c1nn(-c2ccccc2)c(=O)cc1O
-0.27,-0.3,O=C(C(F)C(F)(F)F)N1CCN(c2ccccc2)CC1 (stereo not drawn)
-0.04,2.7,Cc1c(C(N)=O)sc(N)c1C(=O)OC(C)C
0.03,0.2,Cc1c(NC(=S)NC(C)(C)C)c(=O)n(-c2ccccc2)n1C
0.88,-2.0,Cc1n[nH]c(C)c1S(=O)(=O)N1CCC(C(=O)Nc2cccc(F)c2)CC1
1.88,-0.9,COc1ccc(N2CCN(C(=O)CCc3ccccc3)CC2)cc1
0.31,0.2,N#C/C(=C\c1ccccc1)C(=O)Nc1cccnc1
-0.79,-0.3,COc1ccc(CNC(=O)COC(=O)/C=C/c2cccs2)cc1
0.61,0.1,c1ccc(-c2nnc(CSc3nncs3)o2)cc1

Assay outcomes (PubChem BioAssay)
